Screens from PubChem.
TNAP act hiacc: activators of human TNAP at high phosphate acceptor concentration. 200,000 tested, under 10 active. P05186. activation factor at 20 µM. purified TNAP, CDP-star luminescence, 1 M DEA, 30 min; stronger effect = higher value; 0 = EDTA background, 1 = DMSO-only activity;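 active means activation factor at least 2 at 20 µM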
Target sequence (P05186 whole entry, looked up): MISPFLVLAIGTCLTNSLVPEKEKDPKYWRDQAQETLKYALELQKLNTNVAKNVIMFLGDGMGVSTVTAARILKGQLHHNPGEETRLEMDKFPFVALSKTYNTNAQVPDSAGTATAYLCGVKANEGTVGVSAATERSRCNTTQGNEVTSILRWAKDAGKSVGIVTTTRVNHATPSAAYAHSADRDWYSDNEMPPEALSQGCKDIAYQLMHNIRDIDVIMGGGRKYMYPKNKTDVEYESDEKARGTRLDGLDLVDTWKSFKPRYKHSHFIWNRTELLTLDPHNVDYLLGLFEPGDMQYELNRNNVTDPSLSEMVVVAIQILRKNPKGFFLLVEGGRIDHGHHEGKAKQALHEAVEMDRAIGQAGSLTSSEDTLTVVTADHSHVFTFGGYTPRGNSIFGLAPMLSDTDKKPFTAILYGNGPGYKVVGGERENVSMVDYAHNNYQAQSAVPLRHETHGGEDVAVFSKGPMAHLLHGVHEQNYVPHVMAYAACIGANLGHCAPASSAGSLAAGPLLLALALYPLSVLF
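system = human TNAP | amount = enzyme diluted 1/800 final | reagent = 100 µM CDP-star substrate | signal = luminescent substrate turnover signal | dosing = one dose, 20 µM | benchmarks = EDTA negative control, DMSO positive control | measure = activation factor | timing = 30 min reaction, room temperature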
TNAP inh hiacc: inhibitors of human TNAP at high phosphate acceptor concentration | P05186 | purified TNAP, CDP-star luminescence, 1 M DEA | inhibition, % at 20 µM | 200,000 tested, 0.03% active | AID 1135;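 active means over 50% inhibition of tissue-nonspecific alkaline phosphatase at 20 µM in the single-dose screen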;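 further: plate controls were DMSO wells for no effect and EDTA-quenched wells as full inhibition for full effect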
TR-FRET SRC-2 ct: flags TR-FRET format artefacts in PPARgamma SRC-2 recruitment agonist screen. TR-FRET artefact counter-screen; stronger effect = higher value. TR-FRET ratio at 8 µM. 200,000 tested, 0.4% active. AID 1049; in the data active means TR-FRET ratio above about 2000; further: inactives centre near 1500
Efa HMGR inh: inhibitors of class II HMG-CoA reductase from Enterococcus faecalis. purified E. faecalis HMGR, NADPH absorbance 340 nm kinetic. inhibition, % at 10 µM. 190,000 tested, 0.41% active. AID 1066;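 active means inhibition above a set limit, the median over all tested compounds plus 3 SD, cut at about 9.5% in these data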;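 further: enzyme runs in reverse so mevalonate oxidation gives rising NADPH absorbance; 0% = complete reaction with DMSO and 100% = background rate lacking mevalonate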
PPARg SRC3 recr: agonists of human PPARgamma SRC-3 coactivator recruitment. biochemical PPARgamma/SRC-3 coactivator recruitment assay. AID 731. 200,000 tested, 0.26% active. activation, % at 8 µM; in the data active means activation above about 23%;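 further: 0% = DMSO and 100% = reference agonist; some compounds past the cut are filed as inactive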
Target sequence (P37231 whole entry, looked up): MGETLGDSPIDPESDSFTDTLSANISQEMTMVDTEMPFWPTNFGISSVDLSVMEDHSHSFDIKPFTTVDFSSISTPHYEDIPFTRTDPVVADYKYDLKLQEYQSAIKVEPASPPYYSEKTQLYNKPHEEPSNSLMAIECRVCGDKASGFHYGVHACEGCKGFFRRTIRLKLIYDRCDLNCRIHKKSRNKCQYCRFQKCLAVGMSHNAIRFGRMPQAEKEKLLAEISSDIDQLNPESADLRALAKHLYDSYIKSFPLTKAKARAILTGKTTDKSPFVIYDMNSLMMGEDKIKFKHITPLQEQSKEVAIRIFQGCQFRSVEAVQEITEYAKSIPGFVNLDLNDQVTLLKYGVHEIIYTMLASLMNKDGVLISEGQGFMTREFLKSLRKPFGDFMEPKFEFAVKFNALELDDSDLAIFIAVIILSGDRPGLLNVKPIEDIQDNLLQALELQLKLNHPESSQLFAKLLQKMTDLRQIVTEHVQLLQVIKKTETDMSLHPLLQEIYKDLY
bIAP act: increases bovine intestinal alkaline phosphatase activity | purified bovine IAP, CDP-star luminescence, 30 min; stronger effect = higher value; fold of DMSO-control signal, blank-subtracted | activation factor at 20 µM | 200,000 tested, 0.17% active | AID 1016;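 active means activation factor of 2 or more at 20 µM, a signal rise over negative controls twice the positive control's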
PPARg SRC-2 ag: agonists of SRC-2 recruitment by human PPARgamma | P37231 | PPARgamma LBD-SRC-2 recruitment, biochemical | activation, % at 8 µM | 200,000 tested, 0.34% active | AID 1032; in the data active means activation above about 22%;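 further: 0% = vehicle and 100% = reference agonist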
bIAP inh: blocks bovine intestinal alkaline phosphatase activity; purified bovine IAP, CDP-star luminescence, 30 min; inhibition, % at 20 µM; 190,000 tested, under 10 active; AID 1019;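 active means over 50% inhibition of intestinal alkaline phosphatase at 20 µM in the single-dose screen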
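System: purified bovine intestinal alkaline phosphatase (IAP) enzyme; Input: IAP diluted 1/65,000,000 in the well; Measured by: CDP-star luminescence signal; Compound dosing: 20 µM single dose; Incubation: 30 min reaction at room temperature.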
PPARg SRC1 recr: agonists of human PPARgamma SRC-1 coactivator recruitment. P37231. PPARgamma-SRC-1 coactivator recruitment biochemical assay. activation, % at 8 µM. 200,000 tested, 0.41% active. AID 631; in the data active means activation above about 19%;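 further: 0% = DMSO and 100% = reference agonist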
TNAP inh noacc: blocks human TNAP activity with no phosphate acceptor present; purified TNAP, CDP-star luminescence, 30 min; 200,000 tested, 0.26% active; P05186; inhibition, % at 20 µM;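 active means tissue-nonspecific alkaline phosphatase inhibition above about 50% at 20 µM in the single-dose screen, limit read from the data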;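 further: 0% = DMSO negative control and 100% = EDTA positive control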
* = called active by the depositor; / = no result given. Not a hit list (roughly 1.6% active in at least one column).

SMILES	TNAP act hiacc	TNAP inh hiacc	TR-FRET SRC-2 ct	Efa HMGR inh	PPARg SRC3 recr	bIAP act	PPARg SRC-2 ag	bIAP inh	PPARg SRC1 recr	TNAP inh noacc
Nc1nc(-c2ccco2)nn1S(=O)(=O)c1ccccc1	1	-2	1476	-3	-1	0.8	-5	16	1	-3
COc1ccc(C(=O)c2c(C(F)(F)F)oc3c2C(=O)c2ccccc2C3=O)cc1	1	-2	1620	2	11	1	1	4	6	6
CCn1c(SCC(=O)N2CCN(c3ccccc3)CC2)nnc1-c1ccoc1C	1.1	-8	1285	-3	3	1	1	-1	8	-15
CC(C)(C)c1ccc(C(=O)NCCN2CCCC2)cc1	1.1	-6	1435	-2	3	0.9	8	10	-1	-14
C=CCn1c(=O)c(C(=O)Nc2ccccc2O)c(O)c2ccccc21	1	0	1383	-5	-12	0.9	-3	6	-3	-1
Cn1c(=O)n(CC(=O)Nc2ccccc2)c2ccccc21	1	-4	1500	-10	-3	0.9	-9	10	-1	-7
CCOC(=O)C1=C(C)NC2=C(C(=O)CC(c3ccc(OC)c(OC)c3)C2)C1c1ccc(C)o1 (stereo not given)	1.1	-8	1470	-11	2	1	0	3	4	-10
COc1cc(/C=C(\C#N)c2ccccn2)ccc1OCc1ccccc1Cl	0.9	5	1660	-6	-4	0.8	7	22	6	-10
COC(=O)c1ccc(OCC(=O)c2ccccc2OC)cc1	1	-2	1527	4	1	0.9	-3	5	-2	-12
O=C(N/N=C/c1ccco1)c1cc(-c2cccs2)[nH]n1	0.8	15	1556	-1	1	0.9	0	12	-1	87*
COc1ccc(NC(=O)c2c(SC)nsc2SC)cc1	1	1	1512	3	5	0.9	5	10	-5	-4
O=C(NCCc1ccccc1)c1ccc(=O)oc1	1	4	1662	-2	1	0.9	8	10	1	-6
CCOC(=O)c1nccnc1C(=O)Nc1cccc(C(F)(F)F)c1	1	-4	1537	-3	-4	1	-8	-1	-11	-8
Cc1cc(C)c(OCCCCn2cnc3ccccc3c2=O)c(C)c1	1	-2	1640	-2	-3	1	-1	-4	-3	-4
CC1CC(C)CN(CC(=O)Nc2ccc(S(N)(=O)=O)cc2)C1 (stereo not given)	1	2	1543	-7	11	1	7	4	-2	-7
CC(C)CCNC(=O)C(c1ccc(O)cc1)N(C(=O)C1COc2ccccc2O1)c1cccc(O)c1 (stereo not given)	1	-3	1690	-10	2	0.9	10	6	3	-3
Cc1ccccc1OCCn1cc(C(=S)N2CCCC2)c2ccccc21	/	/	1639	/	7	/	3	/	16	/
COc1ccc(CNC(=O)c2ccccc2NS(C)(=O)=O)cc1	1	-4	1695	-1	-2	0.9	12	8	0	-12
Nc1nc(N2CCCCC2)c(C=O)c(N2CCCCC2)n1	1	-5	1624	-2	1	1	-3	1	5	-4
CCC(C)NC(=S)Nc1ccc2nc(N3CCN(CC)CC3)cc(C)c2c1 (stereo not given)	1	0	1422	-5	2	1.2	-1	-16	4	-3
COc1ccc(OC)c(NC(=O)C2CCN(S(C)(=O)=O)CC2)c1	1	-3	1512	-1	-2	0.9	3	7	0	-12
CCOc1ccc(C(=O)CCN2CCCCC2)cc1	1	-4	1497	-3	2	1	2	2	11	-10
O=[N+]([O-])c1ccc(S(=O)(=O)Nc2ccc(-c3csc(-c4ccccc4)n3)cc2)cc1	1	-3	1540	-8	10	1	-4	-4	-4	-6
COc1ccc(NC(=O)CCC2CCCCC2)cc1S(=O)(=O)N1CCCCC1	1	-4	1536	-1	2	1	10	1	7	-30
Cc1ccc(Nc2nnc(SCC(=O)N(C)C3CCS(=O)(=O)C3)s2)cc1 (stereo not given)	1	-5	1435	-2	-3	1.1	1	-7	6	-8

The last 4 compounds of the section above come first, to join the parts:
SMILES	TNAP act hiacc	TNAP inh hiacc	TR-FRET SRC-2 ct	Efa HMGR inh	PPARg SRC3 recr	bIAP act	PPARg SRC-2 ag	bIAP inh	PPARg SRC1 recr	TNAP inh noacc
CCOc1ccc(C(=O)CCN2CCCCC2)cc1	1	-4	1497	-3	2	1	2	2	11	-10
O=[N+]([O-])c1ccc(S(=O)(=O)Nc2ccc(-c3csc(-c4ccccc4)n3)cc2)cc1	1	-3	1540	-8	10	1	-4	-4	-4	-6
COc1ccc(NC(=O)CCC2CCCCC2)cc1S(=O)(=O)N1CCCCC1	1	-4	1536	-1	2	1	10	1	7	-30
Cc1ccc(Nc2nnc(SCC(=O)N(C)C3CCS(=O)(=O)C3)s2)cc1 (stereo not given)	1	-5	1435	-2	-3	1.1	1	-7	6	-8
COc1cc(CNc2ccc(N3CCCC3)cc2)ccc1OCc1ccccc1	0.9	6	1645	0	6	0.9	12	9	6	-5
Cc1cc(C(=O)NN)c2cc(Br)ccc2n1	1	-4	1587	-2	10	1	-1	1	-1	-18
COc1ccc(CCNC(=O)CSc2ccc(Br)cc2)cc1OC	1	-1	1562	-8	1	1	7	0	-1	-10
CC1=CS(=O)(=O)CC1Sc1nc2ccccc2[nH]1 (stereo not given)	1.1	-8	1658	-8	3	1.2	4	-19	0	-9
Cc1ccc([N+](=O)[O-])cc1N/C=C1\CCc2ccccc2C1=O	1	0	1416	-2	4	0.9	1	12	-6	6
Cc1noc(C(=O)Nc2ccc3c(c2)OCO3)c1Cl	1	0	1676	-3	6	0.9	6	14	1	-6
O=C(COc1ccc(-c2nnco2)cc1)NC1CCCc2ccccc21 (stereo not given)	1.1	-9	1570	-5	-2	1	3	-2	1	-10
CC(C)Sc1nc2c(c(=O)[nH]1)C(c1cccs1)C1=C(CC(C)(C)CC1=O)N2 (stereo not given)	1	-1	1427	-14	0	0.9	-3	9	0	7
Cc1cc(=O)oc2cc(OCC(=O)OCc3nnc(-c4ccccc4)o3)ccc12	1.1	-6	1453	-3	-4	1	0	-3	11	0
COc1cc2c(cc1OC)C1(CCCC1)C(N)=C2C#N	1	-2	1775	-4	23	0.9	4	11	10	-5
CC1CCc2cc(F)ccc2N1C(=O)C12CCC(C)(C(=O)O1)C2(C)C (stereo not given)	1	0	1565	-1	2	1	2	-3	0	-13
Cn1c(CN2CCCC2)nc2cc(NS(=O)(=O)c3ccccc3)ccc21	1	0	1352	-6	-8	0.9	5	6	-2	-9
CCC(=O)Oc1ccc2c(C)c(Cl)c(=O)oc2c1	1.1	-8	1763	-7	5	1	5	-3	-2	-16
CCC(=O)c1ccc(N2CCN(C(=O)COc3ccc(F)cc3)CC2)c(F)c1	1.1	-5	1891	-2	0	1	2	4	9	-11
CCOc1ccc(-c2cc(CCCC(=O)NCCc3ccc(OC)c(OC)c3OC)no2)cc1	1	2	1594	-2	-7	1	0	1	9	-9
c1ccc(-c2cc(-c3nn4c(-c5ccco5)nnc4s3)c3ccccc3n2)cc1	1	0	1554	2	1	1	4	5	4	3
COc1ccc(N2CCN(C(=S)NC(=O)c3cccs3)CC2)c([N+](=O)[O-])c1	1	4	1641	-5	8	0.9	14	6	11	-23
COc1ccc(NC(=O)CSc2nnc(NC(=O)c3ccccc3C(=O)O)s2)cc1	1.1	-8	1449	-3	3	0.9	6	6	4	-11
CSc1nc(C)c2c(n1)N(c1ccc(F)cc1)CC2	1	0	1601	-6	-10	1.1	5	-6	-1	-7
COCCN1CCC(CNCc2cn(-c3cc(C)ccc3C)nc2-c2ccccc2)C1 (stereo not given)	1.1	-6	1559	1	-1	1.1	-5	-8	4	-18
CN(C)S(=O)(=O)c1ccc(-c2csnn2)s1	1.1	-6	1500	-2	7	0.8	9	15	1	-5
Cc1ccc(-c2nc(C(=O)O)cs2)cc1	1.1	-6	1494	5	-3	1	0	-4	13	-11
O=C(Nc1cccc2ccccc12)/C(=C/c1cccc([N+](=O)[O-])c1)NC(=O)c1cccs1	1	2	1508	-1	-5	1	-9	5	-3	2
COc1ccc(OC)c(NC(=O)CCN2CCN(c3ccccc3)CC2)c1	1	-1	1476	0	-1	1	-2	-4	1	-7
C=CCn1c(C(C)NC(=O)C(C)(C)C)nc2ccccc21 (stereo not given)	1	-5	1364	4	-8	0.9	-8	7	1	-10

Grouped by structure, the entries above containing a COOH group
SMILES	TNAP act hiacc	TNAP inh hiacc	TR-FRET SRC-2 ct	Efa HMGR inh	PPARg SRC3 recr	bIAP act	PPARg SRC-2 ag	bIAP inh	PPARg SRC1 recr	TNAP inh noacc
COc1ccc(NC(=O)CSc2nnc(NC(=O)c3ccccc3C(=O)O)s2)cc1	1.1	-8	1449	-3	3	0.9	6	6	4	-11
Cc1ccc(-c2nc(C(=O)O)cs2)cc1	1.1	-6	1494	5	-3	1	0	-4	13	-11

TNAP inh noacc: what is marked active above.
Compound | TNAP act hiacc | TNAP inh hiacc | Efa HMGR inh | PPARg SRC3 recr | bIAP act | PPARg SRC-2 ag | bIAP inh | PPARg SRC1 recr | TNAP inh noacc
O=C(N/N=C/c1ccco1)c1cc(-c2cccs2)[nH]n1 | 0.8 | 15 | -1 | 1 | 0.9 | 0 | 12 | -1 | 87*

The results go on:
SMILES	TNAP act hiacc	TNAP inh hiacc	TR-FRET SRC-2 ct	Efa HMGR inh	PPARg SRC3 recr	bIAP act	PPARg SRC-2 ag	bIAP inh	PPARg SRC1 recr	TNAP inh noacc
Cc1cc(C(=O)COc2cccc3cccnc23)c(C)n1C	1	1	1470	-8	9	1	1	-3	10	-6
c1ccc(-c2noc(C3CCCCC3)n2)nc1	1	0	1617	-3	12	0.9	8	6	7	-7
C/C(=N\NC(=O)C(N)=O)c1cccc([N+](=O)[O-])c1	1	2	1623	-1	2	1.3	1	-26	-8	-9
CC(C(=O)NC1=NCCS1)(C(F)(F)F)C(F)(F)F	1	-2	1352	3	2	0.9	-3	11	0	-12
Cc1cc(C)n(-c2cccc(C(=O)O)c2)n1	1.1	-6	1410	-4	0	1.1	-2	-5	6	-10
CN(C)c1cccc2c(S(=O)(=O)N3CCOCC3)cccc12	1.1	-5	1626	0	1	1	12	2	6	-14
CC(C)CC1NC(=O)N(CC(=O)c2ccc3c(c2)OCCO3)C1=O (stereo not given)	1.1	-5	1583	3	2	0.8	-3	16	-1	-13
CCCN1CCC(NC(=S)Nc2ccc(OC)c(OC)c2)CC1	1.1	-8	1559	-3	1	0.9	-7	12	0	-28
COc1ccc(C(=O)NCc2cn3ccccc3n2)cc1	1	0	1622	-6	10	0.9	8	8	3	-4
CO/C([O-])=N/c1c[n+](-c2ccc(Cl)cc2)no1	1.1	-6	1546	1	0	1	-4	2	-2	-5
CCOC(=O)C(Oc1ccc(=O)[nH]n1)C(C)=O (stereo not given)	1	-4	1533	-1	8	1	3	2	-8	-14
CC(=O)c1ccc(N2CCN(CC(=O)Nc3cc(C)on3)CC2)cc1	1	-1	1661	2	8	1	6	-2	-2	-6
